Screening data: PubChem BioAssay, National Center for Advancing Translational Sciences (NCATS)
LDHA block: LDHA (human) enzyme inhibition; P00338; purified LDHA, NADH/diaphorase-resazurin fluorescence; stronger effect = lower value; activity change, % (values are at about 110 or 230 µM); hit rate 0.15% among 480,000; in the data active means activity change below about -30%; inconclusive means mostly about -25% to -30%;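 further: plate controls were DMSO wells for no effect and wells without enzyme for full effect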
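LDH5 2 nM; NADH 0.06 mM, pyruvate 0.2 mM; 200 mM Tris pH 7.4, EDTA, Tween-20; 5 min RT. Detection: diaphorase 0.133 mg/mL + resazurin 37 µM, fluorescence ex540/em590 at 0 and 20 min; normalized to enzyme-free and DMSO wells.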
Pol eta inh: DNA polymerase eta (human) inhibition; Q9Y253; recombinant Pol eta, fluorescent DNA replication assay; Potency, µM (doses to about 114 µM), inactives show at the top dose activity change, negative = inhibition, most hits filed as inhibitors; hit rate 1.2% among 390,000; AID 588591; further: potency means the concentration at half of the fitted maximal effect; on the % scale 0 is the no-effect control and ±100 the full control effect
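Fluorescent replication assay: 50 nM final substrate added after a 15 min room-temperature compound preincubation with 10 nM enzyme. Signal taken at 0 min and again at 10 min.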
POLK inh: blocks human DNA polymerase kappa activity; Potency, µM (doses to about 107 µM), without a hit: top-dose activity, negative = inhibition, hits mostly inhibitors; hit rate 0.53% among 400,000; purified Pol kappa, fluorescent DNA synthesis assay, 10 min; further: potency means the concentration at half of the fitted maximal effect; on the % scale 0 is the no-effect control and ±100 the full control effect
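Inhibition of 10 nM Pol kappa is measured by a fluorescent read-out at 0 and 10 min following addition of 50 nM substrate (final), with a 15-min room-temperature compound preincubation.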
APEX1 inh: APE1 (human) endonuclease inhibition; P27695; AID 2517; recombinant APE1, TAMRA/BHQ-2 abasic DNA cleavage fluorescence; hit rate 0.35% among 350,000; Potency, µM (top dose mostly 65.8 µM), without a hit: at the top dose activity change, negative = inhibition, actives largely listed as inhibitors;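 further: potency means the concentration at half of the fitted maximal effect; plate controls were vehicle for no effect and reference inhibitor for full effect; nearly all actives have a fitted effect of over 55% in size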
Target sequence (P27695 whole entry, looked up): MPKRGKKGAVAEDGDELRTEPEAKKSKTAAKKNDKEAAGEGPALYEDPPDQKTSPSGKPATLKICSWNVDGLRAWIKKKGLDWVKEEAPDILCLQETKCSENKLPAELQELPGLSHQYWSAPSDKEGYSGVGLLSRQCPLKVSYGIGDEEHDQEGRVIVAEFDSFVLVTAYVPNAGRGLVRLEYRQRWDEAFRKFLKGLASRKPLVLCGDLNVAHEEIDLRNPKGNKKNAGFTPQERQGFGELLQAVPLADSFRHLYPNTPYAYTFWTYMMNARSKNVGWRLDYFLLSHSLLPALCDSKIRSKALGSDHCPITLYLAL
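Activity was derived from the fluorescence gain between first and third kinetic reads (60 s intervals, ex 525/em 598 nm) after 50 nM THF-abasic TAMRA/BHQ-2 duplex was added to 0.75 nM APE1 preincubated 15 min with compound.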
Anesthetic bind: candidate novel general anesthetic via apoferritin binding | P02791 | apoferritin/1-aminoanthracene competitive binding, fluorescence | Potency, µM (top dose mostly 77.5 µM), for inactives: at the highest dose activity change, negative = displacement, usual class: inhibitors | hit rate 0.074% among 350,000; further: potency means the concentration at half of the fitted maximal effect; on the % scale 0 is the no-effect control and ±100 the full control effect; nearly all actives have a fitted effect of over 20% in size
Target sequence (P02791 2-175 limits assumed): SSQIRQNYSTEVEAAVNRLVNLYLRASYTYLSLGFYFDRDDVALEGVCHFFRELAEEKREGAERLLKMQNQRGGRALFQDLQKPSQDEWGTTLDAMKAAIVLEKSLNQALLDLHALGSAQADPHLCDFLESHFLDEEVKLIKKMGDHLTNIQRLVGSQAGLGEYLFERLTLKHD
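Horse-spleen apoferritin (10 uM) in 50% saturated 1-aminoanthracene in PBS was incubated 10 min at room temperature with compound. Fluorescence (ex 380, em 535 nm) was normalized to free and bound 1-AMA, with concentration-response fitted by a four-parameter Hill equation.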
ALOX12 inh: inhibitors of human 12S-lipoxygenase ALOX12; P18054; purified 12hLO, xylenol orange hydroperoxide absorbance; Potency, µM (top dose mostly 108 µM), without a hit: at the highest dose activity change, negative = inhibition, most hits filed as inhibitors; hit rate 1.1% among 580,000; AID 1671190; further: potency means the concentration at half of the fitted maximal effect; on the % scale 0 is the no-effect control and ±100 the full control effect
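Purified human 12hLO (150 nM final) in 25 mM Hepes, 0.01% Triton X-100, pH 7.0 was preincubated 15 min at room temperature with compound. Then 40 uM arachidonic acid was added, 30 min. Hydroperoxide was read by Fe-XO absorbance ratio 573/405 nm.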
ERG-DNA inh: blocks human ERG Ets domain binding to DNA; fluorescence polarization, His-ERG Ets domain / labelled DNA; Potency, µM (doses to about 76.9 µM), for inactives: top-dose FP activity, negative = inhibition, hits mostly inhibitors; hit rate 0.028% among 370,000; active means well fitted inhibition curve with a large enough effect in the polarisation, with a control signal flat; inconclusive means small, poorly fitted or top-dose-only effect, or effect the other way, or a change in a side signal; inactive means no such curve, though single readings can be large or run the other way; the % refers to the polarisation;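 further: polarization taken with two DNA probes labelled with fluorescein and Texas red; potency means the concentration at half of the fitted maximal effect; % of control where 0% means no effect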
Target sequence (P11308 whole entry, looked up, the tested form may be a part): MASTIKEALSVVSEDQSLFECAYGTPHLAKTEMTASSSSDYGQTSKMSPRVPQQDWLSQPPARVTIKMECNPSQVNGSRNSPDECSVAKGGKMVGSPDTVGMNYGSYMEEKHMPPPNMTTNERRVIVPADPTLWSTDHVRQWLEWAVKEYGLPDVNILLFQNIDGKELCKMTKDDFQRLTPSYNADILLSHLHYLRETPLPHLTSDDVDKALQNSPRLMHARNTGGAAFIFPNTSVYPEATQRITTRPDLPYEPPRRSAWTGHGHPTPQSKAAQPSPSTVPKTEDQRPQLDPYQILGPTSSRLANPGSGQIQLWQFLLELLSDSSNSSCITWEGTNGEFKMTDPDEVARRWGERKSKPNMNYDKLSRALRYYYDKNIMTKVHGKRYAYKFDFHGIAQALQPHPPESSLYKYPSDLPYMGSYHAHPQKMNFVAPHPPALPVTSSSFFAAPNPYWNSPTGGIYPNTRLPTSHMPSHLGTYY
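His-tagged ERG Ets domain (1 uM in the protein solution; 300mM KCl, 50mM Tris-HCl, 1mM EDTA, 1mM DTT, pH 7.5) received compound, then a probe mix of 5 nM fluorescein-DNA and 100nM Texas-615-DNA. Fluorescence polarization was read for both dyes.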
Pol beta inh: inhibitors of human DNA polymerase beta. P06746. Pol beta primer extension/strand displacement, fluorescence kinetic. Potency, µM (top dose mostly 114 µM), for inactives: at the highest dose activity change, negative = inhibition, actives largely listed as inhibitors. hit rate 1.3% among 340,000; further: potency means the concentration at half of the fitted maximal effect; on the % scale 0 is the no-effect control and ±100 the full control effect
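Values derive from four-parameter Hill fits of normalized kinetic data: reads at 0 and 10 min following addition of 50 nM substrate to 10 nM Pol beta preincubated 15 min with compound.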
RGS4 inh: human RGS4 inhibition. hit rate 0.039% among 390,000. Potency, µM (top dose mostly 114 µM), for the others: at the top dose activity change, negative = inhibition, usual class: inhibitors. P49798. AID 504845. Transcreener GDP fluorescence polarization, RGS4-accelerated GTP hydrolysis; further: potency means the concentration at half of the fitted maximal effect; on the % scale 0 is the no-effect control and ±100 the full control effect; nearly all actives have a fitted effect of over 75% in size; some results filed as inactive show a strong effect at the top dose
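MLSMR compounds (23 nl, pin-transferred) preincubated 10 min at room temperature with a 500nM (2x) first reagent, then RGS4 at 900nM (2x) plus Transcreener GDP mix added; fluorescence polarization (620/688 nm) read before and after 90 min at 30 °C.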
Starred values were filed as active, the others as inactive; [ ] = another dose, or the depositor's remark. Unless noted, the call rests on the fitted dose curve; in most records, active means well fitted curve in the direction sought with a large enough effect; inconclusive means small, poorly fitted or top-dose-only effect, or another doubt; inactive means no such curve, though single readings can be large; an effect the other way counts as inactive or inconclusive. Not all compounds are listed (hit frequency here may not be typical).

The opening 3 records, ahead of the listing:
How did CC(C)C[C@H](NC(=O)c1[nH]cnc1C(=O)Nc1ccc(CNC(=O)OC(C)(C)C)cc1)C(=O)OCc1ccccc1 do in these assays?
LDHA block: 0; Pol eta inh: inconclusive; POLK inh: -30%; APEX1 inh: 4%; Anesthetic bind: -12%; ALOX12 inh: 1%; ERG-DNA inh: 7%; Pol beta inh: -1%; RGS4 inh: -10%

What do the screens show for `CC(C)Cc1nc2n[nH]c(N)c2c2c1CCCC2`?
LDHA block: -3; Pol eta inh: -14%; POLK inh: 7%; APEX1 inh: 5%; Anesthetic bind: -8%; ALOX12 inh: 0%; ERG-DNA inh: -6%; Pol beta inh: 1%; RGS4 inh: -31%

How did O=C(O)C(F)=C(c1ccccc1)c1ccccc1 do in these assays?
LDHA block: -10; Pol eta inh: -7%; POLK inh: -2%; ALOX12 inh: 0%; ERG-DNA inh: -2%; RGS4 inh: 13%

The list itself, from the first entry:
How did CC(C)C[C@H](NC(=O)c1[nH]cnc1C(=O)Nc1ccc(CNC(=O)OC(C)(C)C)cc1)C(=O)OCc1ccccc1 do in these assays?
LDHA block: 0; Pol eta inh: inconclusive; POLK inh: -30%; APEX1 inh: 4%; Anesthetic bind: -12%; ALOX12 inh: 1%; ERG-DNA inh: 7%; Pol beta inh: -1%; RGS4 inh: -10%

What do the screens show for `CC(C)Cc1nc2n[nH]c(N)c2c2c1CCCC2`?
LDHA block: -3; Pol eta inh: -14%; POLK inh: 7%; APEX1 inh: 5%; Anesthetic bind: -8%; ALOX12 inh: 0%; ERG-DNA inh: -6%; Pol beta inh: 1%; RGS4 inh: -31%

How did O=C(O)C(F)=C(c1ccccc1)c1ccccc1 do in these assays?
LDHA block: -10; Pol eta inh: -7%; POLK inh: -2%; ALOX12 inh: 0%; ERG-DNA inh: -2%; RGS4 inh: 13%

How did Cc1ccc(-c2ccc(CCC(=O)O)n2-c2ccc(O)cc2)cc1 do in these assays?
LDHA block: 7; Pol eta inh: -3%; POLK inh: -16%; APEX1 inh: 1%; Anesthetic bind: -11%; ALOX12 inh: inconclusive; ERG-DNA inh: -1%; Pol beta inh: 7%; RGS4 inh: inconclusive

How did O=C(CCCO)N/N=C/c1ccccc1[N+](=O)[O-] do in these assays?
LDHA block: -3; Pol eta inh: -11%; POLK inh: -2%; APEX1 inh: -5%; Anesthetic bind: 3%; ALOX12 inh: -3%; ERG-DNA inh: 1%; Pol beta inh: 6%; RGS4 inh: -36%

How did COc1ccc(CNC(=O)c2cnn3c(C(F)F)cc(C)nc23)cc1 do in these assays?
LDHA block: -1; Pol eta inh: -3%; POLK inh: -6%; APEX1 inh: 1%; Anesthetic bind: -13%; ALOX12 inh: 27%; ERG-DNA inh: 0%; Pol beta inh: inconclusive; RGS4 inh: -28%

How did COCc1c(C(=O)Nc2cccc(S(=O)(=O)N3CCCCC3)c2)oc2ccccc12 do in these assays?
LDHA block: -2; Pol eta inh: -10%; POLK inh: -21%; APEX1 inh: -24%; ERG-DNA inh: -7%; RGS4 inh: 20%

How did CCC1(CC)C(=O)N(C)C(=O)NC1=Nc1ccccc1 do in these assays?
LDHA block: 0; Pol eta inh: -7%; POLK inh: -8%; APEX1 inh: inconclusive; Anesthetic bind: -12%; ALOX12 inh: 0%; ERG-DNA inh: 1%; Pol beta inh: 34%; RGS4 inh: -6%[11.4 µM]

How did COC(=O)c1cc2ccccc2c([N+](=O)[O-])c1O do in these assays?
LDHA block: 16; Pol eta inh: -7%; POLK inh: -17%; ALOX12 inh: 0%; ERG-DNA inh: 11%; RGS4 inh: -16%

How did Cc1cc(Br)ccc1-n1[nH]c(C)c(C=Nc2cccc3nsnc23)c1=O do in these assays?
LDHA block: 28; Pol eta inh: -13%; POLK inh: -18%; APEX1 inh: -15%; Anesthetic bind: -6%; ALOX12 inh: -3%; ERG-DNA inh: 3%; Pol beta inh: 19%; RGS4 inh: -48%

How did CC(=O)N1CCN(S(=O)(=O)c2ccc(S(=O)(=O)N3CCCC(C)C3)cc2)CC1 (centres undefined) do in these assays?
LDHA block: -1; Pol eta inh: -14%; POLK inh: -2%; APEX1 inh: 39%; Anesthetic bind: -5%; ALOX12 inh: -6%; ERG-DNA inh: 11%; Pol beta inh: -16%; RGS4 inh: -4%

How did Cn1c(=O)[nH]c(=O)c2c1nc(N1CCCCCC1)n2CCCSc1nc2ccccc2o1 do in these assays?
LDHA block: -1; Pol eta inh: inconclusive; POLK inh: -6%; APEX1 inh: 0%; Anesthetic bind: -8%; ALOX12 inh: 0%; ERG-DNA inh: -3%; Pol beta inh: 0%; RGS4 inh: 3%[11.4 µM]

Results for Cc1cc(C)c(S(=O)(=O)NCCc2ccccc2)c(C)c1 ?
LDHA block: 0; Pol eta inh: -5%; POLK inh: -11%; APEX1 inh: 18%; Anesthetic bind: inconclusive; ALOX12 inh: inconclusive; ERG-DNA inh: 6%; Pol beta inh: -1%; RGS4 inh: 0%

Results for O=C(CN1CCN(c2ncccn2)CC1)Nc1ccccc1C(F)(F)F ?
LDHA block: -3; Pol eta inh: -21%; POLK inh: 0%; APEX1 inh: -1%; Anesthetic bind: -12%; ALOX12 inh: -11%; ERG-DNA inh: -5%; Pol beta inh: 1%; RGS4 inh: -5%

Results for CCCCC1C2C(=O)N(c3ccc(C)cc3)C(=O)C2ON1c1ccccc1 (centres undefined) ?
LDHA block: 0; Pol eta inh: -14%; POLK inh: 13%; APEX1 inh: -7%; Anesthetic bind: -5%; ALOX12 inh: 118%[activator]; ERG-DNA inh: -5%; Pol beta inh: -30%; RGS4 inh: 8%

How did CCOC(=O)c1c(NC(=O)CSc2nnc(CNc3ccc(F)cc3)o2)sc(C)c1C do in these assays?
LDHA block: -4; Pol eta inh: -7%; POLK inh: -16%; APEX1 inh: 7%; Anesthetic bind: inconclusive; ALOX12 inh: -7%; ERG-DNA inh: 1%; Pol beta inh: 1%; RGS4 inh: 0%

What do the screens show for `Cc1cc(C)nc(Sc2ncnc(N)c2[N+](=O)[O-])n1`?
LDHA block: 1; Pol eta inh: -10%; POLK inh: -7%; APEX1 inh: 4%; Anesthetic bind: -6%; ALOX12 inh: -6%; ERG-DNA inh: -14%; Pol beta inh: 44%; RGS4 inh: -5%

How did CCOC(=O)Cn1c(=O)oc2cc(S(=O)(=O)N3CCCC(C(=O)OCC)C3)ccc21 (centres undefined) do in these assays?
LDHA block: -4; Pol eta inh: -2%; POLK inh: -7%; APEX1 inh: 3%; Anesthetic bind: -8%; ALOX12 inh: 2%; ERG-DNA inh: 2%; Pol beta inh: 13%; RGS4 inh: 11%

How did COC(=O)c1ccc(-c2noc(CN(C)CC3CCCCO3)n2)cc1 (centres undefined) do in these assays?
LDHA block: -4; Pol eta inh: 1%; POLK inh: -24%; APEX1 inh: 9%; Anesthetic bind: -17%; ALOX12 inh: 10%; ERG-DNA inh: 0%; Pol beta inh: 2%; RGS4 inh: -7%

How did C=CCOC(=O)C1=C[C@@H](c2ccc(C(F)(F)F)cc2)C[C@@H](OCCCCO)O1 do in these assays?
LDHA block: 2; Pol eta inh: inconclusive; POLK inh: -5%; ALOX12 inh: -17%; ERG-DNA inh: -2%; RGS4 inh: 1%

Results for COc1ccc(CN2C(=O)NC3(CCCCC3)C2=O)cc1F ?
LDHA block: 0; Pol eta inh: -17%; POLK inh: -5%; APEX1 inh: 5%; Anesthetic bind: inconclusive; ALOX12 inh: inconclusive; ERG-DNA inh: 1%; Pol beta inh: 7%; RGS4 inh: -23%

How did N/C(=N\OC(=O)COc1ccc(Cl)cc1Cl)c1ccncc1 do in these assays?
LDHA block: 0; Pol eta inh: -9%; POLK inh: 8%; APEX1 inh: 2%; Anesthetic bind: inconclusive; ALOX12 inh: 0%; ERG-DNA inh: 6%; Pol beta inh: 22%; RGS4 inh: -36%

Results for Cc1ccc(C2OCC(C)([N+](=O)[O-])CO2)cc1 (centres undefined) ?
LDHA block: -7; Pol eta inh: 6%; POLK inh: -3%; ALOX12 inh: -1%; ERG-DNA inh: 14%; RGS4 inh: 1%

How did O=C(CC(C(=O)O)c1ccc(F)cc1)c1ccc(Cl)cc1 (centres undefined) do in these assays?
LDHA block: -9; Pol eta inh: -17%; POLK inh: -11%; APEX1 inh: 1%; Anesthetic bind: -2%; ALOX12 inh: -1%; ERG-DNA inh: 2%; Pol beta inh: 16%; RGS4 inh: -22%[56.9 µM]

How did O=C(NCC1CCCCC1)c1cc(S(=O)(=O)N2CCOCC2)ccc1F do in these assays?
LDHA block: -1; Pol eta inh: -14%; POLK inh: -4%; APEX1 inh: 8%; ALOX12 inh: 65%[activator]; ERG-DNA inh: 8%; RGS4 inh: -4%

How did CCOC(=O)C1=C(C)NC(=O)NC1 do in these assays?
LDHA block: -6; Pol eta inh: -10%; POLK inh: -12%; APEX1 inh: -4%; Anesthetic bind: -1%; ALOX12 inh: 1%; ERG-DNA inh: -5%; Pol beta inh: 14%; RGS4 inh: 5%
